# Bioassay records from PubChem.
# CHO-K1 Ca ag – counter-screen for M1 agonists: effect in parental CHO-K1 cells; Fluo-8 calcium fluorescence; scaled to maximal ATP response, vehicle zero; activation, % at 3 µM; 360,000 compounds, 0.48% hits; AID 602248; in the data active means activation above about 15%;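 further: untransfected CHO-K1 host cells lacking M1 receptor as counterscreen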
# CHRM1 agonist – agonists of human M1 muscarinic receptor; activation, % at 3 µM; P11229; 360,000 compounds, 0.33% hits; CHO-K1 hM1, Fluo-8 calcium fluorescence, agonist mode; 0% DMSO, 100% acetylcholine EC100;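 active means activation above the run's mean compound activation plus 3 SD, cut at about 16% in these data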;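 further: peak over basal fluorescence ratio within a 140 s kinetic read after compound addition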
# Target sequence (P11229 whole entry, looked up): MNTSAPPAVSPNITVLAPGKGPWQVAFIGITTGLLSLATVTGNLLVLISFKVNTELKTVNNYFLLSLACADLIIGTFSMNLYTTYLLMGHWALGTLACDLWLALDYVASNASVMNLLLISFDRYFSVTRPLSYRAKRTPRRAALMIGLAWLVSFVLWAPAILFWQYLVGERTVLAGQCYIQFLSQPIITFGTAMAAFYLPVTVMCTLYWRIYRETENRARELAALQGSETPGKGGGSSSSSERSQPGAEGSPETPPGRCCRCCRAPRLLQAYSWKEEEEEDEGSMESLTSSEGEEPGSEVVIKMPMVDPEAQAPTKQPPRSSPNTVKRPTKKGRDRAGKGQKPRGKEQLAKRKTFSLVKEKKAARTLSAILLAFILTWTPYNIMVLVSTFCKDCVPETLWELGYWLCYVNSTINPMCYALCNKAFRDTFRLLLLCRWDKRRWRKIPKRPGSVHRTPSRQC
# CHO-K1 Ca antag – M1 antagonist counterscreen hit in parental CHO-K1 cells | ATP-induced calcium, Fluo-8 fluorescence | AID 602250 | inhibition, % at 3 µM | 360,000 compounds, 0.6% hits;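 active means inhibition above a per-plate cutoff, the plate's mean sample inhibition plus 3 SD, cut at about 24% in these data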;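 further: 0% = DMSO plus EC80 ATP and 100% = DMSO alone without ATP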
# CHO parental Ca – signal in parental CHO cells, OX1R antagonist counter-screen; parental CHO-K1, ATP-induced calcium, Fluo-8 fluorescence; inhibition, % at 5.6 µM; 330,000 compounds, 0.63% hits;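 active means inhibition above that plate's mean sample inhibition plus 3 SD, cut at about 26% in these data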;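 further: 0% = ATP-challenged DMSO wells and 100% = DMSO wells without ATP; some compounds past the cut are filed as inactive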
#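 Material – parental CHO cells · Reagent – ATP stimulus · Compound – single nominal dose of 5.6 µM per compound · Detection – Fluo-8 fluorescence · Read-out basis – percent inhibition of calcium signal · Controls – ATP-challenged DMSO wells low, unchallenged DMSO wells high · Repeats – no replicates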
# TAAR1 antag – antagonists of human TAAR1 | 360,000 compounds, 1.5% hits | CHO RD-HGA16 TAAR1, Fluo-8 calcium fluorescence, antagonist | AID 624466 | inhibition, % at 3 µM;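 active means inhibition above a per-plate cutoff, the mean inhibition of test compounds on that plate plus 3 SD, cut at about 49% in these data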;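 further: 0% = DMSO plus EC80 beta-PEA response and 100% = DMSO alone without agonist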
#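 Test system – hTAAR1-expressing CHO RD-HGA16 cells, Gα16-coupled · Also added – β-PEA at EC80 concentration, post-compound challenge · Compound – 3 µM, single point · Incubation – dye loading 75 min at 37 °C, then 30 min room temperature · Measured by – Fluo-8 intracellular calcium dye fluorescence, real-time kinetic reads · Benchmarks – vehicle and agonist controls · Replicates – singlicate, one well per test compound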
# OXTR potentiate – potentiators of human oxytocin receptor. P30559. CHO-OTR cells, Fluo-8 calcium fluorescence, potentiator mode; 0% = oxytocin EC15, 100% = EC100. activation, % at 3 µM. 320,000 compounds, 0.061% hits;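 active means activation above that plate's cutoff, the mean activation of tested compounds plus 3 SD, cut at about 6.6% in these data, passing the limit was not always enough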;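 further: 100% uses oxytocin at 75 nM as the full agonist control; some results filed as inactive read as strong as hits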
# Target sequence (P30559 whole entry, looked up): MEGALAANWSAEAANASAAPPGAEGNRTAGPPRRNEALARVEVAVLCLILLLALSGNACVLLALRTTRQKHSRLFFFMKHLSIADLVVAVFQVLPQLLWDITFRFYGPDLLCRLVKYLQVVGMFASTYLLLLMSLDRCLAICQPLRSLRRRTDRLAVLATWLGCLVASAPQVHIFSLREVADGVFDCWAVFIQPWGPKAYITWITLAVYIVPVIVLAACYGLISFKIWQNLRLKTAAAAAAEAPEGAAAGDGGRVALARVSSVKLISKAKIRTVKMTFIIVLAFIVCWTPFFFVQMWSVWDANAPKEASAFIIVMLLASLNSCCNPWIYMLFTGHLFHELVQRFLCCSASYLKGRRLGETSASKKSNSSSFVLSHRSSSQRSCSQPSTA
#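 Assay system: CHO-OTR cells, human receptor / Also added: oxytocin at about EC15, sub-maximal agonist stimulus / Dosing: single dose, 3.0 µM nominal final compound concentration / Incubation: 6 min pre-incubation, 100 s read / Technique: Fluo-8 calcium dye fluorescence / Read-out: % activation vs EC15 and EC100 oxytocin / Benchmarks: EC15 oxytocin low, 75 nM oxytocin high / Replicates: singlicate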
# V1R ag counter – V1a receptor agonism, counter-screen for OXTR agonists; activation, % at 3 µM; 320,000 compounds, 0.25% hits; CHO-V1R cells, Fluo-8 calcium fluorescence, agonist mode; 0% DMSO, 100% 3 nM vasopressin; P37288;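 active means activation above the mean activation of all tested compounds plus 3 SD, per screening run, cut at about 20% in these data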;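 further: signal is peak over basal fluorescence ratio across a 100 second FLIPR read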
# TAAR1 agonist – human TAAR1 agonism; 360,000 compounds, 0.99% hits; Q96RJ0; CHO RD-HGA16 TAAR1, Fluo-8 calcium fluorescence; vehicle wells 0%, saturating PEA agonist 100%; activation, % at 3 µM;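 active means activation above the mean activation of all test compounds in the run plus 3 SD, cut at about 38% in these data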
#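 Repeats: no replicates (n 1) | Material: CHO-derived RD-HGA16 cells with stable Gα16 and human TAAR1 | Technique: Kinetic Fluo-8 calcium fluorescence | Schedule: 17-24 h seeding, 75 min 37 °C dye, 30 min RT | Evaluation: % activation from peak over basal fluorescence ratio, DMSO-to-PEA scaled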
# M1 PAM parental – M1 PAM counterscreen hit in parental CHO-K1 cells; AID 602247; activation, % at 3 µM; ATP EC20, Fluo-8 calcium fluorescence; 0% at ATP EC20, 100% at ATP max; 360,000 compounds, 0.02% hits;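 active means activation above the run cutoff, the mean activation of all test compounds plus 3 SD, cut at about 40% in these data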;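 further: peak over basal fluorescence ratio in a 140 s read after ATP addition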
# Starred values were filed as active, the others as inactive; . = not tested or not shown.
SMILES,CHO-K1 Ca ag,CHRM1 agonist,CHO-K1 Ca antag,CHO parental Ca,TAAR1 antag,OXTR potentiate,V1R ag counter,TAAR1 agonist,M1 PAM parental
CC1([N+](=O)[O-])COC(C=Cc2ccccc2)OC1 (configuration not stated),0.6,2.5,-7.0,.,4.1,.,.,4.1,-0.9
Cc1nn(-c2cc(N(S(C)(=O)=O)S(C)(=O)=O)c(Cl)cc2Cl)c(=O)n1C,0.0,-4.9,2.3,-0.4,-6.1,0.1,0.1,1.3,12.9
COc1cccc(C2=CC(=O)C[C@H](c3ccc(F)cc3)C2)c1OC,1.1,-4.1,-4.3,-15.1,46.6,-4.0,-0.2,17.9,15.4
Cc1sc(NC(=O)CSc2nc(N)cc(N)n2)c(C#N)c1C,5.5,1.9,-7.2,-10.6,4.3,-15.0,2.8,3.8,16.6
c1ccc2c(c1)ncn2-c1ccc(-c2ccnc(-c3ccncc3)n2)cc1,1.0,0.3,-8.2,-12.9,-2.7,-17.7,2.4,12.4,16.1
COC(=O)c1sccc1NC(=O)C1C2C=CC(C2)C1C(=O)O (configuration not stated),1.6,-3.5,-10.5,1.3,6.0,-10.3,1.5,-1.2,26.8
CCOC(=O)CSc1nc2nc(C)cc(C)n2n1,0.0,-3.1,8.6,-7.4,-15.4,-4.7,0.7,2.2,-1.6
COc1ccc(OC)c(N2C(=O)CC(NNC(=O)c3ccc4c(c3)OCO4)C2=O)c1 (configuration not stated),-0.6,-1.2,-1.0,-8.7,-6.1,-1.7,0.1,0.8,-12.2
O=c1nc(-c2ccccc2)c2cc(Br)ccc2[nH]1,-0.4,4.6,-4.2,-3.3,1.9,2.6,-0.1,2.4,-2.9
CCCCP(=O)(CCCC)Cc1ccccc1O,-0.1,-1.4,0.2,-3.0,5.1,-4.4,0.8,3.7,2.0
CCOc1ccc2nc(NC(=O)COc3ccc(N(C)S(=O)(=O)c4ccc(C)cc4)cc3)sc2c1,-0.1,-2.9,-7.0,-18.2,-4.0,0.0,-0.1,0.3,9.0
Cc1ccc(Cl)cc1N1CCN(C(=O)c2ccc(CN3CCOCC3)cc2)CC1,4.6,-12.3,-19.0,-21.9,-26.4,-7.2,2.5,12.4,11.2
Cc1cc(Nc2ccc3c(c2)OCCO3)c2cccc(C)c2n1,0.1,-9.6,-7.2,-13.5,1.1,-1.6,-0.7,1.3,24.5
CCC(=O)N(Cc1ccco1)C1CC(=O)N(c2ccccc2)C1=O (configuration not stated),-0.1,-1.6,6.0,-13.8,1.5,2.8,-0.2,2.1,0.2
CSc1ccc(C(=O)C2CCCN(C(=O)CCc3c(C)nn(C)c3C)C2)cc1 (configuration not stated),9.4,0.2,12.9,-4.5,-5.7,-15.8,11.4,4.1,-9.3
O=C(N1CCC(n2nc(-c3ccccc3)oc2=O)CC1)C1(c2ccc(Cl)cc2)CC1,1.3,-1.8,-7.2,-15.3,.,-8.6,1.3,.,-17.1
O=C(O)C1CCCN(C(=O)/C=C/c2ccccc2)CC1 (configuration not stated),0.0,2.0,-3.8,.,-4.1,.,.,0.9,-3.2
CCN1CCN(C(=S)Nc2ccc(Cl)cc2)CC1,1.4,-1.8,2.3,-9.7,9.3,3.0,0.7,5.7,12.3
Cc1ccc(NC(=O)Nc2cnccn2)cc1,-0.1,-2.5,-1.5,-7.5,-21.7,0.2,-0.9,-1.0,-13.8
CCCNC(=O)COC(=O)c1ccc(N2CCCC2)c([N+](=O)[O-])c1,0.8,8.8,-7.2,-5.0,-6.9,-11.8,1.9,10.1,9.6
O=C(CCSc1nc(-c2ccco2)cc(C(F)(F)F)n1)NCC1CCCO1 (configuration not stated),1.2,-1.5,8.6,-17.5,-12.3,2.7,0.2,-0.1,-6.5
O=C(Nc1ccc(CN2CCOCC2)cc1)c1ccco1,0.4,-7.4,-11.8,-7.3,-11.9,-8.4,0.3,-0.2,17.4
COc1ccc(C(=O)Nc2nc(C)c3cc4c(cc3n2)OCO4)cc1,-0.3,-6.4,2.8,-14.8,-3.1,-0.1,-0.4,1.7,0.0
CC1CCN(C2=C(NS(=O)(=O)c3ccc(Cl)cc3)C(=O)c3ccccc3C2=O)CC1,-0.1,-9.0,-5.8,-31.9,-10.1,-12.1,-1.9,1.5,20.8
CN(CC(=O)Nc1cccc(F)c1)C(=O)CCC1CCCCC1,1.8,-3.9,-6.7,-13.3,-34.1,-10.4,-1.1,-0.7,17.7
CC(C(=O)N1CCc2ccccc21)N1CCc2ccccc2C1 (configuration not stated),-0.1,-5.7,-4.7,-35.6,-5.3,-9.4,-1.4,3.5,14.1
COc1ccccc1CC(=O)Nc1cccc(C(=O)Nc2nccs2)c1,2.5,-3.2,-2.1,-15.6,24.5,-3.9,0.2,7.0,-2.8
CCc1nc(Nc2ccncc2)c2oc3ccccc3c2n1,0.4,-14.4,-11.0,-10.5,12.9,1.0,-0.3,8.8,11.5
CC(=O)Nc1ccc(NC(=O)/C=C/c2ccccc2)cc1,0.6,-2.7,-1.9,-10.5,5.2,1.1,1.2,12.2,14.0
COc1ccc(OC)c(S(=O)(=O)Nc2ccc(-c3ccc4nnc(C)n4n3)cc2)c1,5.4,-2.5,7.3,-16.0,4.9,-10.0,0.3,1.2,11.2
CCOC(=O)c1c(C)[nH]c(C(=O)C(C)OC(=O)c2oc3ccccc3c2COC)c1C (configuration not stated),0.2,-2.8,-2.9,-27.1,.,-14.0,-0.6,.,10.5
O=c1c2cc(F)ccc2[nH]c(=S)n1CCCN1CCOCC1,1.0,-1.9,13.7,-9.3,12.0,6.0,0.1,9.6,13.4
Cc1ccc2[nH]cc(CCNC(=O)c3cccs3)c2c1,0.5,1.4,-0.7,.,2.6,.,.,5.0,-0.4
C=C(C)Cn1c(Sc2nc3ccccc3[nH]2)nc2c1c(=O)[nH]c(=O)n2C,0.5,-2.0,-10.6,-35.0,-13.6,-4.2,1.2,0.2,18.6
c1ccc(-c2nc(-c3ccccn3)no2)cc1,-0.1,-4.3,-2.1,-8.5,-0.5,-5.4,0.5,5.8,10.1
CN(Cc1ccccc1NCC(=O)Nc1ccccc1C#N)C1CCCCC1,1.2,-7.4,-8.8,-23.9,-9.6,3.9,-0.1,0.5,6.1
COc1cc(OC)c(NS(=O)(=O)c2ccc3c(c2)NC(=O)CO3)cc1Cl,9.8,1.7,-4.6,-5.2,-0.3,-13.3,8.1,4.4,11.4
COc1ccccc1NC(=S)N(Cc1cccnc1)Cc1ccco1,-0.1,0.0,-14.7,-6.1,-8.1,-6.8,-0.6,0.2,4.4
Cc1ccccc1NC(=O)NCc1ccc2c(c1)OCO2,-0.1,-8.5,0.9,-4.6,-2.9,-1.6,-0.1,5.3,0.8
O=c1c2ccccc2sn1-c1ccc(Cl)cc1,0.1,-1.4,10.2,.,25.0,.,.,27.6,-10.6
COc1ccc(CC(=O)Nc2ccc(S(=O)(=O)Nc3nccc(C)n3)cc2)cc1,0.2,-5.2,-0.3,-3.7,5.3,-1.7,1.1,0.2,15.7
CCCCN(C(=O)c1ccc(C)o1)c1c(N)n(CC(C)C)c(=O)[nH]c1=O,-0.1,-4.0,-6.5,-7.8,-10.7,-0.4,0.6,0.8,-3.4
CCOC(=O)C1(C(F)(F)F)N=C(c2cccnc2)OC(N2CCCCC2)=N1 (configuration not stated),0.1,-11.1,7.9,-5.9,-2.1,-5.5,0.3,0.5,-5.1
O=C(NCCN1CCCCC1)c1ccc(Oc2cc(Cl)cc(Cl)c2)o1,0.5,-7.9,-6.7,-10.7,-1.5,-1.1,0.6,3.8,26.9
CC1(C)CC(=O)c2cnc(NC3CC3)nc2C1,0.4,-8.7,11.7,-6.0,-0.5,10.1,0.1,10.4,0.9
Cc1cccc(OCC(=O)NCC(=O)N/N=C/c2cc(Br)ccc2OCc2ccccc2)c1,18.4*,-9.0,14.1,-19.0,-5.7,-2.2,2.7,10.0,5.5
COc1ccccc1-c1ccc2c(c1)C(C)(Cc1cccc(C#N)c1)C(=O)N2 (configuration not stated),-0.3,-2.6,-0.6,.,5.4,.,.,1.1,-8.1
Nc1nonc1N/N=C/c1c(O)ccc2ccccc12,1.7,-1.3,9.9,23.5,17.4,-7.8,10.7,15.6,-8.5
CS(=O)(=O)Nc1ccc(C(=O)NCc2cccnc2)cc1,0.5,-6.5,-8.7,1.0,-28.6,-3.5,0.8,3.6,10.7
Cc1[nH]n(-c2ccccc2)c(=O)c1C=Nc1ccc(S(=O)(=O)N=C(N)N)cc1,1.2,-2.7,2.8,-6.9,-5.2,-4.3,0.0,0.1,5.9
COCC(=O)NCCNc1nc2ccc(C)cc2cc1C,-0.2,-3.9,-3.7,-14.1,2.2,-2.6,-0.2,4.6,15.1
COc1cccc(CNC(=O)C2CCCN(c3nn4c(=O)cc(C)nc4s3)C2)c1OC (configuration not stated),0.0,-1.9,-3.5,-17.1,4.1,-12.5,0.2,6.3,10.7
CN(C)S(=O)(=O)c1cccc(NC(=O)COC(=O)COc2ccccc2[N+](=O)[O-])c1,2.8,-5.0,-12.5,-9.5,-27.3,-6.5,0.5,6.3,-9.5
COc1ccc(C(CNC(=O)c2ccc(S(=O)(=O)Nc3ccc(F)cc3)cc2)N(C)C)cc1 (configuration not stated),7.0,-7.5,0.0,1.9,16.8,-11.6,10.3,45.1*,19.8
COC(=O)/C=C1\C(=O)N(c2nc3ccccc3s2)C(=S)N1c1ccc(F)cc1,0.1,0.1,-16.8,-19.4,-5.3,-8.8,0.4,4.8,-1.3

# Quoted at random: three compounds from above
SMILES,CHO-K1 Ca ag,CHRM1 agonist,CHO-K1 Ca antag,CHO parental Ca,TAAR1 antag,OXTR potentiate,V1R ag counter,TAAR1 agonist,M1 PAM parental
Cc1ccccc1NC(=O)NCc1ccc2c(c1)OCO2,-0.1,-8.5,0.9,-4.6,-2.9,-1.6,-0.1,5.3,0.8
COc1cccc(CNC(=O)C2CCCN(c3nn4c(=O)cc(C)nc4s3)C2)c1OC (configuration not stated),0.0,-1.9,-3.5,-17.1,4.1,-12.5,0.2,6.3,10.7
Nc1nonc1N/N=C/c1c(O)ccc2ccccc12,1.7,-1.3,9.9,23.5,17.4,-7.8,10.7,15.6,-8.5
